SUMO1-SIM PPI – modulators of SUMO1 protein-protein interactions, primary screen, biochemical, uHTS; SUMO1 binding to a labelled peptide, TR-FRET, 1 h; inhibition, % at 20 µM; 360,000 tested, 0.33% active; in the data active means inhibition above about 37%
Target sequence (P63165 whole entry, looked up): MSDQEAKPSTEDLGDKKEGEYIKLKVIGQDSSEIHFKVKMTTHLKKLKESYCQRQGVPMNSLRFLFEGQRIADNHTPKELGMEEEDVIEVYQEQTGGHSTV
NadD inh – inhibitors of S. aureus NadD, primary screen, biochemical, colorimetric, uHTS | purified NadD enzyme, colorimetric absorbance read-out | 360,000 tested, 0.78% active | inhibition, % at 20 µM | Nicotinate-nucleotide adenylyltransferase NadD (Staphylococcus aureus N315) | AID 602399, 2012; in the data active means inhibition above about 26%; further: some compounds past the cut are filed as inactive
MLLE-PAM2 inh – inhibitors of PABP1 MLLE–PAM2 peptide binding, primary screen, biochemical, fluorescence polarization, FITC-PAM2, GST-MLLE; Polyadenylate-binding protein 1 (Homo sapiens), P11940; inhibition, % at 20 µM; AID 588489, 2011; 360,000 tested, 0.36% active; in the data active means inhibition above about 35%, passing the limit was not always enough;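 further: plate controls were DMSO wells with GST-MLLE for no effect and wells lacking GST-MLLE protein for full effect; some results filed as inactive read as strong as hits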
Target sequence (P11940 whole entry, looked up): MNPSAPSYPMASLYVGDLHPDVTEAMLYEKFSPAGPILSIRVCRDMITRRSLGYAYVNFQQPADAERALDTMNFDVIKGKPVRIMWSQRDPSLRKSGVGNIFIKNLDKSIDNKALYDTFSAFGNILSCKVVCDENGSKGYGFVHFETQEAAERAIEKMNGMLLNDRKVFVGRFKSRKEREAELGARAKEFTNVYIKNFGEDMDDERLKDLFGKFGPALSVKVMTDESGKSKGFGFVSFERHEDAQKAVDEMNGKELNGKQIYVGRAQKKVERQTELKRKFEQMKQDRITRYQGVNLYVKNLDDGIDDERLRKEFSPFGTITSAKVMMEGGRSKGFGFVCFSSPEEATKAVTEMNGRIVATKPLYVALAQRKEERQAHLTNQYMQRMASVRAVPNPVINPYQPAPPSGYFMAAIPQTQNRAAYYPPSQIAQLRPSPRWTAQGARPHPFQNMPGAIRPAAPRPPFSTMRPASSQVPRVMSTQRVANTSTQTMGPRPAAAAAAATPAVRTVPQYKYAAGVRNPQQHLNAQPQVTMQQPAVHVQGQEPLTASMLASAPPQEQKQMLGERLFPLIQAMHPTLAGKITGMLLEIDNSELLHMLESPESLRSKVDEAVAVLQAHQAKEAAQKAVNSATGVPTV
STEP inh – STEP phosphatase inhibitors, primary screen, biochemical, fluorescence intensity, uHTS. 360,000 tested, 0.25% active. recombinant STEP, OMFP fluorogenic substrate. inhibition, % at 20 µM. Tyrosine-protein phosphatase non-receptor type 5 (Homo sapiens), P54829;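 active means inhibition at 20 µM, scaled per plate between control wells, above about 37%, limit read from the data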;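 further: 0% = DMSO with enzyme and substrate and 100% = substrate only without enzyme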
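System: isolated STEP enzyme; schedule: 20 min enzyme reaction at room temperature, protected from light; medium: Bis-Tris buffer pH 6.0, 2.5 mM DTT, 0.005% Tween 20; signal: fluorescence, 480/540 nm; dosing: single compound dose of 20 µM, 1% DMSO final; also added: OMFP substrate, 25 µM final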
LMPTP inh – LMPTP phosphatase inhibitors, primary screen, biochemical, fluorescence intensity, uHTS; Low molecular weight phosphotyrosine protein phosphatase (Homo sapiens), P24666; recombinant LMPTP-A, OMFP fluorogenic substrate; inhibition, % at 20 µM; 360,000 tested, 0.22% active;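 active means compounds that cut the enzyme signal by at least half of the control window in the single-dose screen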;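 further: plate controls were DMSO wells with enzyme plus substrate for no effect and substrate without enzyme for full effect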
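Material: LMPTP-A; amount: 0.625 nM enzyme; doses: single 20 µM dose; times: reaction 50 min, room temperature, dark; technique: fluorescence intensity of OMFP turnover product; benchmarks: no-enzyme and uninhibited controls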
DNMT1 block – human DNMT1 methyltransferase inhibitors, primary screen, biochemical, molecular beacon, fluorescence, HinP1I cleavage, uHTS; 360,000 tested, 0.83% active; DNA (cytosine-5)-methyltransferase 1 (Homo sapiens), P26358; inhibition (reported as % activation of signal), % at 10 µM; AID 588458, 2011; in the data active means inhibition above about 50%
CSN inh – inhibitors of CSN-mediated cullin deneddylation, primary screen, biochemical, fluorescence polarization, uHTS. COP9 signalosome complex subunit 5 (Homo sapiens), Q92905. Purified CSN, SCF-Nedd8-OG deneddylation. inhibition, % at 12.5 µM. 360,000 tested, 0.38% active;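 active means pattern-corrected inhibition above about 35%, with an unprinted fluorescence ratio check between 0.5 and 1.5, limit read from the data, passing the limit was not always enough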;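 further: 0% = enzyme with substrate and 100% = substrate without enzyme; some results filed as inactive read as strong as hits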
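Test system: Human Csn5 produced in HEK293T cells | Compound: 12.5 µM single point | Times: 90 min, room temperature | Signal: Fluorescence polarization readout | Read-out basis: % inhibition of substrate cleavage by Csn5 | Controls: no-enzyme wells high, enzyme-with-substrate wells low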
Rpn11 inh – Rpn11 (PSMD14) deubiquitinase inhibitors, primary screen, biochemical, fluorescence polarization, uHTS; calls only at 20 µM; 360,000 tested, 0.59% active; 26S proteasome non-ATPase regulatory subunit 14 (Homo sapiens), O00487; human 26S proteasome, Ub4-pepOG fluorescence polarization; 20S core pre-blocked with epoxomicin;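 active means inhibition at 20 µM, scaled to each plate's controls, above about 33%, limit read from the data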
Target sequence (O00487 whole entry, looked up): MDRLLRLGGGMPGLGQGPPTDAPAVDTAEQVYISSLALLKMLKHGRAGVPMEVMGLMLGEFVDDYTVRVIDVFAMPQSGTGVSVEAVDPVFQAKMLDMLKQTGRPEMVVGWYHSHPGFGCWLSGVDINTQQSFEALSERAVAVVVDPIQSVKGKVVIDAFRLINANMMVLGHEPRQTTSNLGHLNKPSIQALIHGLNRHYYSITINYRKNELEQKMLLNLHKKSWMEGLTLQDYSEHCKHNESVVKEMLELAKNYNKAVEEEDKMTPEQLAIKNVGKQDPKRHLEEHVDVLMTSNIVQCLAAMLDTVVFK
Scp1 inh – Scp-1 phosphatase inhibitors, primary screen, biochemical, colorimetric, uHTS; Carboxy-terminal domain RNA polymerase II polypeptide A small phosphatase 1 (Homo …; Recombinant Scp1, phosphopeptide, malachite green phosphate absorbance; inhibition, % at 20 µM; 340,000 tested, 0.88% active;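 active means inhibition above about 50% at 20 µM, limit read from the data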;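 further: plate controls were DMSO wells with enzyme for no effect and wells lacking enzyme for full effect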
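Test system: SCP-1 phosphatase catalytic domain, residues 76-261 | Compound dosing: One concentration, 20 µM, with 1.0% DMSO | Schedule: 45 min room-temperature reaction, 5 min colour, 30 min stabiliser | Detection: Absorbance at 630 nm | Read-out basis: % inhibition of SCP-1 phosphate liberation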
TbMetRS inhib – T. brucei MetRS inhibitors, primary screen, biochemical, luminescence | methionyl-tRNA synthetase (Trypanosoma brucei brucei) | 360,000 tested, 0.4% active | inhibition, % at 11.9 µM | purified T. brucei MetRS, ATP depletion, Kinase-Glo luminescence;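 active means inhibition above a per-plate cutoff of the control wells' mean inhibition plus 3 SD, cut at about 5.5% in these data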;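 further: 0% = DMSO wells median and 100% = median of wells with control inhibitor compound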
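Dosing: 11.9 µM single point; system: parasite MetRS enzyme; technique: luminescence of leftover ATP; times: 15 min enzyme-compound preincubation, 2 h reaction, 10 min detection, 25 °C; replicates: each compound tested once; read-out basis: percent inhibition relative to median high and low control wells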
* hit, by the source's call; i = inactive; . = not tested or not shown.

STEP inh	LMPTP inh	Scp1 inh	DNMT1 block	SUMO1-SIM PPI	Rpn11 inh	NadD inh	MLLE-PAM2 inh	TbMetRS inhib	CSN inh	Compound
-4.8	-1.4	2.6	0.0	2.0	i	0.1	0.8	0.1	4.0	Cn1cnnc1SCCNS(=O)(=O)c1ccccc1
1.0	2.6	1.3	-11.8	3.9	i	5.1	-8.9	-1.6	8.4	CC[C@]12c3[nH]c4cc(-c5ccco5)ccc4c3CCN1C(=O)[C@@H](CC(=O)NCc1ccc(OC)c(OC)c1)C[C@@H]2C(=O)N1CCN(C(=O)c2ccco2)CC1
-1.3	0.9	-2.8	-17.7	3.0	i	2.0	-20.2	0.3	2.6	Cc1ccc(C(=O)OCC(=O)c2c[nH]c3ccccc23)cc1S(=O)(=O)N1CCOCC1
-2.4	-0.7	1.0	-0.6	-1.7	i	7.2	0.0	0.3	-0.5	O=C(CSc1ccc2nnc(-c3ccccn3)n2n1)Nc1ccc(F)cc1
-2.0	0.5	11.5	-1.3	-10.3	i	3.4	2.5	-1.1	-6.6	Cc1ccc(C(=O)N/C(=C/C=C/c2ccccc2)C(=O)NCc2ccco2)cc1
-1.5	0.6	-7.9	-1.4	2.6	i	1.0	7.9	-0.1	5.0	O=S(=O)(NC1CCSc2ccccc21)c1ccc(Cl)nc1 (stereo not drawn)
0.8	-1.4	2.5	0.2	0.0	i	-1.6	2.9	-0.5	8.4	COc1ccc(S(=O)(=O)Nc2ccccc2)cc1OC
1.9	0.3	2.1	-4.9	-7.6	i	5.1	7.0	-0.8	-0.2	Cc1cc(C)c2cc(CN(Cc3nnnn3C3CCCCC3)CC3CCCO3)c(=O)[nH]c2c1 (stereo not drawn)
-1.1	-0.8	-10.8	0.6	-18.8	i	4.7	4.8	-0.4	-6.4	CCN1C(=O)/C(=C/N(C)c2ccccc2)OC1=S
-3.5	0.4	-6.3	0.0	4.6	i	7.0	7.6	-0.6	1.2	CC(NC(=O)Nc1ccc(Cl)c(Cl)c1)C(c1ccccc1)N1CCOCC1 (stereo not drawn)
-0.5	-0.2	-9.0	-2.0	1.9	i	2.5	4.8	0.0	6.2	CCOC(=O)N/C(N)=N/c1nc2ccccc2s1
-1.4	1.7	.	4.3	-7.7	i	4.7	-2.1	-0.3	-8.3	c1ccc(-c2ccc3nncn3c2)cc1

Part of the list above, showing only Scp1 inh and NadD inh.
Structure,Scp1 inh,NadD inh
Cc1ccc(C(=O)OCC(=O)c2c[nH]c3ccccc23)cc1S(=O)(=O)N1CCOCC1,-2.8,2.0
O=C(CSc1ccc2nnc(-c3ccccn3)n2n1)Nc1ccc(F)cc1,1.0,7.2
Cc1ccc(C(=O)N/C(=C/C=C/c2ccccc2)C(=O)NCc2ccco2)cc1,11.5,3.4
O=S(=O)(NC1CCSc2ccccc21)c1ccc(Cl)nc1 (stereo not drawn),-7.9,1.0

Following part:
STEP inh	LMPTP inh	Scp1 inh	DNMT1 block	SUMO1-SIM PPI	Rpn11 inh	NadD inh	MLLE-PAM2 inh	TbMetRS inhib	CSN inh	Compound
0.0	-1.0	-11.4	1.9	6.8	i	-6.0	15.9	-0.3	1.8	COC(=O)c1cc(OC)nc(OC)c1
0.2	3.3	-2.2	-7.1	4.8	i	1.3	-9.1	-0.6	0.0	Cc1nc2cc(NS(=O)(=O)c3c(C)c(C)cc(C)c3C)ccc2s1
0.6	0.2	-8.0	-13.9	2.7	i	3.0	-11.5	-0.6	3.5	O=C1CCC(CCC(=O)N2CCCC(C(=O)c3cccc(C(F)(F)F)c3)C2)=NN1 (stereo not drawn)
-4.3	1.4	-0.9	-2.9	-29.7	i	0.7	10.7	-0.3	8.6	O=C(C[n+]1ccc(-c2nnc3n2CCC3)cc1)c1ccc(Cl)cc1
0.0	-1.1	-4.0	5.4	0.2	i	-3.2	7.8	-0.2	-4.8	O=S(=O)(c1cnc(Cl)c(Cl)c1)N1CCN(c2ncccn2)CC1
-1.2	-0.8	5.3	-4.6	-3.1	i	-8.3	-6.0	-0.8	-5.9	COc1ccc2nc3c(cc2c1)c(NC(=O)CC(C)C)nn3CC(C)C
0.8	7.5	-16.3	0.5	-6.5	i	-7.1	12.5	-0.9	0.8	CCOC(=O)Cn1nc(-c2ccc(F)cc2)cc(Cc2ccccc2)c1=O
0.4	-2.0	-4.6	1.2	-2.0	i	2.5	41.1*	-1.4	-1.4	C=CCSc1nc2c(c(=O)[nH]c(=O)n2C)n1C(C)C
-0.1	1.1	-6.5	-2.9	-1.6	i	-8.9	-16.7	1.0	-2.7	COc1ccc2[nH]cc(CCNC(=O)Nc3ccccc3)c2c1
0.8	-0.7	-4.8	5.7	-0.2	i	1.6	-7.6	-0.1	-10.2	COc1ccc(S(=O)(=O)NCC(=O)O)cc1C(=O)NC1CCCCC1
0.7	-0.1	-6.3	0.9	1.8	i	9.5	6.4	-0.3	-1.6	CCSc1nc(-c2ccccc2)c(C#N)c(=O)[nH]1
-2.0	-2.2	-9.8	2.1	-2.5	i	-7.0	17.8	-0.8	-6.1	Cc1cccc(CSc2ncccc2C(=O)O)c1
3.3	5.3	8.3	-20.3	1.5	i	10.5	-3.8	0.0	11.6	COc1ccc(C2CC(=O)N3CN(Cc4ccco4)CSC3=C2C#N)cc1 (stereo not drawn)
-1.1	-1.2	-6.2	-0.8	-10.0	i	-2.2	-3.3	0.5	-0.5	Cc1ccc([N+](=O)[O-])cc1S(=O)(=O)N1CCCCC1C(=O)O (stereo not drawn)
-0.1	-0.9	10.9	0.3	3.6	i	0.7	-9.5	-0.1	-1.5	COc1ccccc1C1N(c2cc(Cl)ccc2OC)C(=O)C2CCCN21 (stereo not drawn)
-1.5	-2.1	-6.5	-1.1	3.4	i	7.2	7.4	-0.3	-2.1	CSCCC(NC(=O)c1ccc(Cl)cc1Cl)C(=O)NNC(=O)c1ccncc1 (stereo not drawn)
1.2	3.3	-14.2	0.0	2.0	i	-6.9	10.9	0.2	0.9	CCOC(=O)c1cnc2c(c(C)nn2C)c1Oc1cc(Cl)cc(Cl)c1
-1.1	0.1	3.8	-4.9	1.7	i	3.8	-6.6	0.2	-1.9	COc1ccc(Cl)c2sc(N(Cc3cccnc3)C(C)=O)nc12
48.1*	2.6	108.4*	3.7	-6.4	i	0.2	-2.0	0.2	-3.6	CNc1[nH]c(=O)[nH]c(=O)c1N=Nc1cc(Cl)ccc1Cl
-1.4	-4.5	28.9	3.1	-8.5	i	-6.0	0.0	-0.5	3.2	N#C/C(=C\c1ccc(OCc2cccc(C(=O)O)c2)cc1)C(=O)NCc1ccco1
1.6	0.9	-0.7	0.6	-10.6	i	-1.7	-9.1	-0.2	-8.6	CCOc1ccc2nc(COC(=O)c3cccc([N+](=O)[O-])c3)c(C(C)=O)[n+]([O-])c2c1
5.9	-1.1	-4.7	1.1	-2.0	i	-2.5	8.5	-0.2	-7.5	O=C1c2nccnc2C(=O)N1c1ccc(C(F)(F)F)cc1
1.0	-0.9	-13.1	-0.9	0.4	i	-4.5	2.2	1.1	-1.6	CCOc1ccc(S(=O)(=O)N2CCC(C(=O)NCCc3ccc(OC)c(OC)c3)CC2)cc1
-3.7	-0.7	-0.5	3.6	1.3	i	-2.9	1.4	-1.0	-0.1	Cn1c(=O)c2c(ncn2CC(=O)N2CCCc3ccccc32)n(C)c1=O
1.4	0.1	0.5	3.0	-1.8	i	-0.4	-8.0	1.5	2.0	CCOC(=O)c1ccc(NC(=O)CCNc2c(N3CCCC3)c(=O)c2=O)cc1
0.6	0.5	-3.4	2.3	-0.6	i	-5.4	-30.4	-0.4	-3.9	c1ccc(-n2nnnc2SCc2cn3cccnc3n2)cc1
0.6	-2.0	4.1	-2.4	-1.2	i	-4.3	0.9	-0.5	0.4	CCOC(=O)N1CCN(c2c(NCc3ccccn3)c(=O)c2=O)CC1
3.3	3.4	9.1	4.1	0.7	i	1.9	1.5	-0.6	-2.7	COc1ccccc1-c1c(C)nn2c(N3CCC(C)CC3)cc(C)nc12
0.0	2.9	.	11.3	0.6	i	-1.2	10.9	-0.2	4.4	CC(=O)Nc1ccc(-c2ccnc3c2CC(C)(C(=O)Nc2cccc(C(F)(F)F)c2)O3)cc1 (stereo not drawn)
-2.7	-1.5	-0.8	1.6	-3.3	i	-2.8	6.2	-0.6	2.6	CN(c1ccc(C(=O)Nc2ccccn2)cc1)S(=O)(=O)c1ccccc1
-0.8	-0.8	-5.3	-0.7	2.6	i	-0.6	-7.8	0.2	5.4	O=C(c1cncc(Br)c1)N1CCN(S(=O)(=O)c2ccccc2)CC1
-3.2	-2.1	5.7	11.2	3.1	i	-1.9	2.4	-1.5	-4.2	O=C(Nc1ccc2c(c1)OCO2)Nc1ccc(Br)cn1
0.0	-1.3	-2.9	-1.5	2.1	i	-2.1	6.2	-0.3	1.3	Cc1cccc(C(=O)N(c2ccccn2)C(C)c2ccco2)c1 (stereo not drawn)
-3.1	-0.8	-3.1	5.9	1.1	i	7.8	13.1	-1.6	0.6	O=C(NC1CCCC1)C1CC(=O)N(CCc2ccccc2)C1 (stereo not drawn)

A different layout for part of the listing above:
canonical_smiles | STEP inh | LMPTP inh | Scp1 inh | DNMT1 block | SUMO1-SIM PPI | Rpn11 inh | NadD inh | MLLE-PAM2 inh | TbMetRS inhib | CSN inh
N#C/C(=C\c1ccc(OCc2cccc(C(=O)O)c2)cc1)C(=O)NCc1ccco1 | -1.4 | -4.5 | 28.9 | 3.1 | -8.5 | i | -6.0 | 0.0 | -0.5 | 3.2
CCOc1ccc2nc(COC(=O)c3cccc([N+](=O)[O-])c3)c(C(C)=O)[n+]([O-])c2c1 | 1.6 | 0.9 | -0.7 | 0.6 | -10.6 | i | -1.7 | -9.1 | -0.2 | -8.6

Assay outcomes deposited in PubChem BioAssay by several laboratories.
